mcGAS lum – cyclic GMP-AMP synthase inhibitors, mouse, primary biochemical chemiluminescence; AID 1259399, 2018; recombinant cGAS, Kinase-Glo ATP depletion luminescence; inhibition, % at 12.5 µM; 160,000 tested, 0.15% active;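 further: 0% = negative control wells and 100% = reference inhibitor with no enzyme activity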
hcGAS lum – Primary biochemical luminescence assay for human cyclic GMP-AMP synthase inhibitors; Q8N884; recombinant h-cGAS, ATP depletion, Kinase-Glo luminescence; inhibition, % at 12.5 µM; 290,000 tested, 0.081% active; AID 1259398, 2018;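 further: 0% = vehicle reaction and 100% = reaction without DNA for no activity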
Target sequence (Q8N884 whole entry, looked up): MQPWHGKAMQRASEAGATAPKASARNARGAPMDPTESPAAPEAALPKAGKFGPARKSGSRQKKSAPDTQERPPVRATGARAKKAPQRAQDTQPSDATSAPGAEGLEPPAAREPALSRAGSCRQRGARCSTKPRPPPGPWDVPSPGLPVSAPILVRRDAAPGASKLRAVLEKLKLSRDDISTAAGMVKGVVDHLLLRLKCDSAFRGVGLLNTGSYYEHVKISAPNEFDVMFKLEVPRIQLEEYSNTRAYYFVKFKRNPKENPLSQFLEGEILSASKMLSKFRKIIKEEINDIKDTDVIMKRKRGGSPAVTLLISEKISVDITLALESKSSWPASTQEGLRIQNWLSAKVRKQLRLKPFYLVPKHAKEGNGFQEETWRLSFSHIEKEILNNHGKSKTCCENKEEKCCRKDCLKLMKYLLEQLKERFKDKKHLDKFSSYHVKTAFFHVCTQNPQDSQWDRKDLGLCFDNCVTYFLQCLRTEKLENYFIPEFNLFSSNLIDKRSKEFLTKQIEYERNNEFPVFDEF
NPYLR7 agonist – agonists of mosquito NPYLR7 receptor, primary screen, cell-based, Aedes aegypti, calcium fluorescence, mosquito biting behavior | HEK293T NPYLR7/Galpha15, GCaMP6s calcium fluorescence | AID 1259423, 2018 | activation, % at 10 µM | 270,000 tested, 0.15% active | Aedes aegypti neuropeptide Y-like receptor 7 (NPYLR7); in the data active means activation above about 40%;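 further: 0% = vehicle and 100% = reference agonist at the receptor; some compounds past the cut are filed as inactive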
* = called active by the depositor; . = no result given; & = joins results of further samples. Unless noted, no stated cut-off is given here; in the data, active means inhibition above about 40%; inactive means the rest.

SMILES | mcGAS lum | hcGAS lum | NPYLR7 agonist
Nc1ccc2oc(-c3ccc(I)cc3)nc2c1 | . | -3.0 | 9.3
Cc1ccc(CN(Cc2ccc3c(c2)OCO3)CC(C)O)s1 (stereo not drawn) | -8.3 | -7.0 | -2.0
COc1ccc(-c2nc(N3CCN(C(=O)C4CCCC4)CC3)c3ccccc3n2)cc1 | -6.3 | -6.8 | .
Cc1cccc(C(O)c2ncc(-c3ccc(F)cc3)[nH]2)c1C (stereo not drawn) | . | -11.1 | 0.7
Cc1ccc(-n2nnnc2SCc2nc(-c3ccccc3)no2)c(C)c1 | . | -3.7 | 2.2
CN(C)c1ccc(NC(=O)Cn2cnc3c(-c4ccccc4)cn(C)c3c2=O)cc1 | -4.1 | -4.0 | 7.7
Cn1cnc2cc(C(=O)N3CCNCC3C(=O)NC3CC3)cnc21 (stereo not drawn) | -11.5 | 1.8 | 4.4
COCc1c(C#N)c(NCCO)nc(C)c1[N+](=O)[O-] | 3.2 | 4.7 | -21.2
CC1CCc2c(sc3ncnc(N4CCN(CCO)CC4)c23)C1 (stereo not drawn) | -3.1 | -9.6 | -2.9
CCOC(=O)C1=C(C)N=C2SCC(=O)N2C1c1ccc(OC)cc1OC (stereo not drawn) | . | -9.1 | 8.8
CC(=O)ON=C1CC(C)(C)NC(C)(C)C1 | . | 0.1 | -4.1
Cc1cnc2c(c1SCc1ccc(C(F)(F)F)cc1)c(=O)n(C)c(=O)n2C | -2.7 | 2.4 | 4.9
Cc1ccc(C(=O)N[C@H]2CCOC[C@H]2C2CCOCC2)n1C(F)F | -3.2 | 1.5 | .
CCOC(=O)N1CCN(C(c2ccc(OC)cc2)C2Sc3nc(CC)nn3C2=O)CC1 (stereo not drawn) | -7.3 | -7.5 | -4.4
CCC(C)N(Cc1cccc(OS(=O)(=O)CC)c1)C(=O)Nc1cccc(Cl)c1 (stereo not drawn) | -4.0 | -6.4 | -0.7
O=[N+]([O-])c1ccccc1/C=N\N1CCN(c2ccncc2S(=O)(=O)N2CCCCC2)CC1 | . | -0.9 | 1.2
O=C(C1CCCC1)N1CCN(Cc2cccc(-c3noc(-c4cccc(Cl)c4)n3)c2)CC1 | -6.9 | -4.3 | 2.9
CCCC(=O)Nc1nc(-c2ccc(NC(=O)c3ccco3)cc2)cs1 | -5.2 | -20.7 | 12.5
O=c1c2nc(N3CCOCC3)sc2c(-c2ccccc2)nn1Cc1cccc2ccccc12 | -8.4 | -9.1 | -2.2
CCN(CC)C(=O)C(NC(=O)CC(C)C)C1CCN(C(=O)COC)CC1 (stereo not drawn) | -3.7 | 0.2 | -3.0
O=c1cc(CN2CCCC(CCc3c(F)cccc3F)C2)[nH]c(=O)[nH]1 (stereo not drawn) | . | -6.7 | -1.5
C=CCN1CCc2cc(OC)c(OC)cc2C1CNC(=S)NC(C)C (stereo not drawn) | -9.8 | -4.8 | .
Cc1ccsc1C(=O)N1CCN(Cc2cc(=O)c(OCc3ccc(-c4ccccc4C#N)cc3)co2)CC1 | -5.2 | -2.5 | 2.2
Oc1cccc(CN2CCN(CC3CCCCO3)CC2)c1 (stereo not drawn) | -8.4 | -13.1 | 7.1
CC(C)C(NS(=O)(=O)c1cccc(Cl)c1)C(=O)N1CCN(c2ccccc2)CC1 (stereo not drawn) | . | -9.3 | 14.8
CCc1nc2ccc(C(=O)NC3CCN(Cc4ccccc4)CC3)cn2c1N(C)Cc1ccncc1 | -2.8 | -2.8 | 1.7
CCOC(=O)CCC(=O)Nc1sc2c(c1C(=O)OCC)CCN(c1ccc(Cl)nc1)C2 | -6.4 | -5.4 | 5.6
Cn1nccc1NC(=O)c1cccc(CN2CCC(Oc3ncccn3)CC2)c1 | -11.6 | -7.2 | 0.3
CCOc1c(CNCc2ccco2)cc(Br)cc1OC | . | 0.2 | 7.7
CCSC1CCCCN(Cc2nccn2C)C1 (stereo not drawn) | . | -18.9 | 0.3
Cn1cc(S(=O)(=O)Nc2ccccc2-n2ccc(C(=O)O)n2)cn1 | -11.6 | -2.8 | 10.0
O=C1CCC2(CNC(=O)C3CCOCC3)CCCC=C2N1 (stereo not drawn) | 0.1 | -0.3 | .
COc1ccc(C(CC(=O)N2CCN(Cc3ccccc3)CC2)c2cn(C)c3ccccc23)cc1OC (stereo not drawn) | -6.5 | -1.7 | 3.2
CCc1cccc2c(C(CC(=O)NC3CCN(Cc4ccccc4)CC3)c3cccc(OC)c3)c[nH]c12 (stereo not drawn) | -5.2 | -3.3 | 4.9
COCCNC(=O)c1cc(N2CCN(CC(C)C)CC2)ccn1 | -9.6 | -3.2 | 5.6
COc1ccc(CCNC(=O)c2cccn2Cc2cccnc2)cc1 | -4.9 | -2.6 | 0.7
Cc1ccc(CN2CCNC(=O)C2CC(=O)NCCc2cccs2)o1 (stereo not drawn) | -10.1 | -6.1 | 20.0
CC(C)N1CCN(C(=O)c2cc(CN3CCC(O)CC3)on2)CC1C (stereo not drawn) | . | -9.6 | 9.0
COc1ccc(-c2noc(-c3cccn(CC(=O)Nc4cccc(SC)c4)c3=O)n2)cc1OC | -7.7 | -4.9 | .
CC(C)C/C=C(\CN1CCC2(CC1)CNC(=O)C2)c1ccccc1 | -10.3 | -5.5 | 1.1
Cc1nc(SCCC(=O)Nc2ccc(C(F)(F)F)cc2)n[nH]1 | -13.9 | -8.5 | -2.9
O=C(C1CCCN1C(=O)c1cccs1)N1CCC(c2nc3ccccc3o2)CC1 (stereo not drawn) | -5.4 | -6.1 | 8.5
O=C(Cc1cccc(C(F)(F)F)c1)NN1CCOCC1 | -7.8 | -5.4 | 8.8
CC(C)c1cc(C(=O)N(Cc2ccc3c(c2)OCO3)C2CC2)n(C)n1 | . | -4.6 | 2.5
COc1ccc2nc(SCc3ccc(C(=O)N4C5CCC4CC(Oc4ccc(F)cc4F)C5)cc3)[nH]c2c1 (stereo not drawn) | -5.9 | -0.4 | 20.5
COC1(C)CC(NC(=O)CCOCC(F)(F)F)C1(C)C (stereo not drawn) | . | 1.2 | 6.4
Cc1cc(C(=O)N(CCCN(C)C)c2nc3c(F)cc(F)cc3s2)no1 | -1.6 | 2.5 | 5.9
CCOc1ccccc1CN1CCN(Cc2ccc(F)c(F)c2)CC1CCO (stereo not drawn) | . | 2.1 | 5.3
O=C(c1cc(-c2ccccc2F)nn1-c1cccc([N+](=O)[O-])c1)N1CCN(c2ccccc2F)CC1 | -4.2 | -5.6 | 13.7
COc1ccc(CNC(=O)N2CCN(C(=O)c3ccccc3)CC2)cc1 | . | -1.6 | -13.3
O=C(c1cnccn1)N1CCc2[nH]nc(C(c3ccccc3)c3ccccc3)c2C1 | . | -6.1 | 4.6
Cc1ccc(C2=NC3(CCCCC3)NC2=S)cc1 | . | -0.1 | -9.5
CC(=O)N1CCC[C@H]1C(=O)N1CCC(n2nccc2NC(=O)Nc2ccccc2C)CC1 | . | -3.7&1.2 | 12.2&1.3
Cc1ccccc1CN1CCN(C(=O)NCc2ccccc2F)CC1 | . | -9.6 | 0.9
COc1ccc(N2CCN(C(=O)c3cccc(Br)c3)C(C)C2=O)cc1OC (stereo not drawn) | 0.2 | -2.7 | -10.5
COCCNS(=O)(=O)c1c[nH]c(C(=O)OC)c1 | . | 1.6 | 5.0
C[C@H](NC(=O)C1CC=CCC1C(=O)N1CCc2ccccc2C1)[C@H](O)c1ccccc1 (stereo partly drawn) | -2.4 | 0.8 | 0.9
COCCN(Cc1cc(Cl)ccc1OCc1nc(CO)cs1)C(=O)C1CCCC1 | -8.2 | -6.0 | 0.8
Cn1cc(C#N)c(=O)n(CC(=O)N(Cc2ccccc2)CC(F)(F)F)c1=O | . | -12.6 | 22.8
Nc1nc(N)nc(SCC(=O)N2CCCC2)n1 | -1.6 | 5.8 | 2.8

Given with values under each structure: 5 of the compounds above
Value order: mcGAS lum, hcGAS lum, NPYLR7 agonist
> Cc1ccc(C2=NC3(CCCCC3)NC2=S)cc1
→ ., -0.1, -9.5
> CC(=O)N1CCC[C@H]1C(=O)N1CCC(n2nccc2NC(=O)Nc2ccccc2C)CC1
→ ., -3.7&1.2, 12.2&1.3
> Cc1ccccc1CN1CCN(C(=O)NCc2ccccc2F)CC1
→ ., -9.6, 0.9
> COc1ccc(N2CCN(C(=O)c3cccc(Br)c3)C(C)C2=O)cc1OC (stereo not drawn)
→ 0.2, -2.7, -10.5
> COCCNS(=O)(=O)c1c[nH]c(C(=O)OC)c1
→ ., 1.6, 5.0

Further results:
SMILES | mcGAS lum | hcGAS lum | NPYLR7 agonist
COc1cccc(CSc2nnc(CNC(=O)Nc3ccc(F)cc3F)n2-c2ccc(Cl)cc2Cl)c1 | -5.4 | -1.8 | 2.4
Cc1nc(CSc2nc(C)c(C)n2C(C)C2CC3CCC2C3)oc1C (stereo not drawn) | . | -3.1 | -4.8
CC1(C)CCCC(N2CCC(n3nccc3NC(=O)Nc3ccccc3Cl)CC2)C1 (stereo not drawn) | -3.7 | -7.8 | -4.0
Cc1cccc(-c2noc(CN(C)C(=O)c3cc(C(C)C)on3)n2)c1 | -11.0 | -4.0 | 5.0
CCCCCNC(=O)c1ccc(OCCCCC)c(OCCCCC)c1 | 2.7 | 2.2 | -8.8
O=C(NCCN1CCCCC1)Nc1nnc(C(F)(F)F)s1 | . | -8.0 | 23.1
N#Cc1c(Nc2ccc(Cl)cc2)n[nH]c1N | . | -3.8 | 5.1
O=C(NCCc1cccs1)C1CCCc2ccn(CCOc3ccccc3)c21 (stereo not drawn) | . | -5.6 | 26.4
N#Cc1ccc(COC(CN2CCN(C(=O)c3cccc(C#N)c3)CC2)c2cccc(N3CCCC3)c2)cc1 (stereo not drawn) | -5.4 | -6.3 | 3.9
CC(=O)N1CCC(Oc2ccc(Cl)cc2C(=O)N2CCN(CC3CC3)CC2)CC1 | . | 0.3 | 3.3
O=C(O)c1c[nH]c2ccc(I)cc2c1=O | 15.5 | -0.3 | 3.0
Cc1nccn1CCN(C)Cc1cc2n(n1)CCNC2 | . | -7.2 | 11.7
Cc1ccccc1-c1onc(C)c1C(=O)NCCSCc1ccco1 | -7.2 | -8.7 | 2.7
O=c1[nH]c(CN2CCCCCC2)nc2sc3c(c12)CCC3 | . | -3.5 | 1.4
Cc1cccc2c(CN3CCc4[nH]cnc4C3c3ccsc3)c[nH]c12 (stereo not drawn) | -1.4 | -1.4 | -12.9

Reformatted field by field: 2 of the compounds above.
> O=C(O)c1c[nH]c2ccc(I)cc2c1=O
  mcGAS lum: 15.5
  hcGAS lum: -0.3
  NPYLR7 agonist: 3.0

> Cc1nccn1CCN(C)Cc1cc2n(n1)CCNC2
  mcGAS lum: .
  hcGAS lum: -7.2
  NPYLR7 agonist: 11.7

Going on with the list.
SMILES | mcGAS lum | hcGAS lum | NPYLR7 agonist
CN(C)CCN1CCN(c2cccc(N)c2)CC1 | . | -4.3 | 14.2
O=C(O)c1coc(CN(Cc2ccc(Cl)cc2)Cc2ccco2)n1 | . | 2.0 | -2.8
Fc1c(CN2CCCC2)cccc1Oc1nccc2ccccc12 | . | -8.1 | 3.6
CC1CN(C(=O)CSc2cn(CC(=O)N3CCOCC3)c3ccccc23)CC(C)O1 (stereo not drawn) | -7.7 | -4.8 | -5.6
COc1cccc(-n2cc(CN(C)Cc3nc(Cc4ccccc4)no3)cn2)c1 | -10.9 | -10.2 | 11.7
CCCn1c(CN2CCCCC2CC)nc2c1c(=O)n(C)c(=O)n2C (stereo not drawn) | . | -3.3 | 14.4
CC1CCCCN1C1CN(Cc2ccc(S(C)(=O)=O)cc2)C1 (stereo not drawn) | . | -3.0 | 2.1
Cc1ccc(CNS(=O)(=O)c2c(C)noc2C)cc1 | . | -8.4 | 15.3
COc1ccc2nc(SCc3ccc(Cl)cc3)[nH]c2c1 | -5.0 | -2.5 | -6.1
C(=NN1CCOCC1)c1ccsc1 | -4.2 | -10.0 | 4.9
CCC(C)c1ccc(S(=O)(=O)NCc2nncn2C(C)C)cc1 (stereo not drawn) | . | -9.9 | 1.2
COCC(=O)N[C@H]1C[C@@H](C(=O)NCCc2cccc(Cl)c2)N(C)C1 | -12.5 | -5.8 | -2.8
C=CCn1c(SCC(=O)NCc2ccccc2)nnc1-c1cc(OC)cc(OC)c1 | -2.8 | 0.5 | 0.5
Nc1cc(=O)[nH]c(SCC(=O)NC2CCCC2)n1 | -3.7 | 3.3&-6.7 | 6.0&6.9
CC1(C(=O)NS(=O)(=O)c2ccc(Cl)s2)CCN1C(=O)c1ccc(C2CCCCC2)cc1 (stereo not drawn) | . | -9.4 | -1.4
COc1cccc(CSc2nnc(CNC(=O)/C=C/c3ccccc3)n2-c2ccc(Cl)cc2Cl)c1 | -4.4 | -6.5 | .
CCOc1ccc(-c2cc3c(=O)n(Cc4nc(-c5ccc(OC)cc5)no4)ccn3n2)cc1 | -5.8 | -3.7 | -1.6
OC(COc1ccccc1)CN1CCN(c2ncc(C(F)(F)F)cc2Cl)CC1 (stereo not drawn) | -8.8 | -2.3 | 0.6
CCOCCCn1c(SC(C)C(=O)N2CCCc3ccccc32)nc2ccccc2c1=O (stereo not drawn) | -8.6 | -7.8 | -1.0
OCc1cn(CC2CCN(Cc3nc4ccccc4s3)CC2)nn1 | -10.1 | -5.9 | .
Cc1ccccc1C(=O)N1CCN(c2ccc(-n3cccn3)nn2)CC1 | . | -2.5 | 7.1
CCNC(=O)N1C[C@H](C(=O)NC)[C@H]2c3ccccc3N(CC3CC3)C(=O)[C@]21C | -0.7 | 3.5 | -8.0
OC(COc1ccc(Cl)cc1)CSc1ccc(Br)cc1 (stereo not drawn) | -2.6 | -3.7 | 3.1
Cc1c(C(=O)N2CC(C)OC(C)C2)c(C(F)(F)F)nn1C1CCCN(C)C1 (stereo not drawn) | . | -8.0 | 11.0
